Source: PubChem BioAssay
MBNL1 CUG block – inhibitors of human MBNL1 binding to CUG repeat RNA; TR-FRET MBNL1-His/biotin-(CUG)12 binding, 665/545 ratio; Potency, µM (highest dose often 57.5 µM), without a hit: at the highest dose activity change, negative = inhibition, most hits filed as inhibitors; hit rate 0.036% among 280,000; active = well fitted inhibition curve with a large enough effect in the signal ratio, with a control signal flat, not every such curve was filed as active; inconclusive = small, poorly fitted or top-dose-only effect, or effect the other way, or a change in a side signal; inactive = no such curve, though single readings can be large or run the other way; the % refers to the signal ratio; note: potency is the fitted concentration of half-maximal effect; % is set by controls: 0 for no effect and ±100 for the full control effect
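TR-FRET between His-tagged MBNL1 and biotin-(CUG)12 RNA, detected with Tb anti-His antibody (0.055 ng/ul) and streptavidin-XL665 (5 nM), 60 min at room temperature. Compounds titrated 92 nM to 58 uM; 665/545 nm ratio normalized to buffer and complex controls.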
GALK inhibitor – blocks human galactokinase activity; P51570; Purified GALK, Kinase-Glo residual ATP luminescence; Potency, µM (titrated, usually from 57.5 µM), for the others: at the top dose activity change, negative = inhibition, actives largely listed as inhibitors; hit rate 0.007% among 270,000; note: potency is the fitted concentration of half-maximal effect; % is set by controls: 0 for no effect and ±100 for the full control effect
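Kinase-Glo Plus luminescence measured ATP left after a 1 h room-temperature reaction. The reaction used 5 nM GALK, 100 uM galactose and 35 uM ATP at pH 8.0 (20 mM HEPES, 5 mM MgCl2, 60 mM NaCl, 1 mM DTT, 0.01% BSA).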
USP2a block – blocks human ubiquitin-specific protease USP2a; USP2 core, Ub-CHOP2 coupled fluorogenic reporter, 485/531; Potency, µM (doses to about 38.3 µM), inactives show top-dose activity change, negative = inhibition, actives largely listed as inhibitors; hit rate 0.01% among 330,000; AID 463254;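 note: potency is the fitted concentration of half-maximal effect; plate controls were DMSO wells for no effect and full inhibition by NEM control for full effect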
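Cell-free coupled assay: 10nM USP2 core preincubated 30min RT with compound in Tris-HCl pH 8.0/CaCl2/CHAPS buffer, then 25nM Ub-CHOP2 and 25nM reporter substrate; fluorescence (Ex 485/Em 531) read after 60min RT, normalized to NEM inhibition, concentration-response curves fitted.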
hERG WT inh – inhibitors of human wildtype KCNH2 potassium channel; Q12809; U2OS, BacMam KCNH2, thallium flux FluxOr; active compounds read low; activity change, % at 1.84 µM; hit rate 0.37% among 340,000;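 active = maximum activity change below -70%; inconclusive = maximum activity change between -70% and -50%; inactive = maximum activity change above -50%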; note: % is set by controls: 0 for no effect and ±100 for the full control effect
Target sequence (Q12809 whole entry, looked up): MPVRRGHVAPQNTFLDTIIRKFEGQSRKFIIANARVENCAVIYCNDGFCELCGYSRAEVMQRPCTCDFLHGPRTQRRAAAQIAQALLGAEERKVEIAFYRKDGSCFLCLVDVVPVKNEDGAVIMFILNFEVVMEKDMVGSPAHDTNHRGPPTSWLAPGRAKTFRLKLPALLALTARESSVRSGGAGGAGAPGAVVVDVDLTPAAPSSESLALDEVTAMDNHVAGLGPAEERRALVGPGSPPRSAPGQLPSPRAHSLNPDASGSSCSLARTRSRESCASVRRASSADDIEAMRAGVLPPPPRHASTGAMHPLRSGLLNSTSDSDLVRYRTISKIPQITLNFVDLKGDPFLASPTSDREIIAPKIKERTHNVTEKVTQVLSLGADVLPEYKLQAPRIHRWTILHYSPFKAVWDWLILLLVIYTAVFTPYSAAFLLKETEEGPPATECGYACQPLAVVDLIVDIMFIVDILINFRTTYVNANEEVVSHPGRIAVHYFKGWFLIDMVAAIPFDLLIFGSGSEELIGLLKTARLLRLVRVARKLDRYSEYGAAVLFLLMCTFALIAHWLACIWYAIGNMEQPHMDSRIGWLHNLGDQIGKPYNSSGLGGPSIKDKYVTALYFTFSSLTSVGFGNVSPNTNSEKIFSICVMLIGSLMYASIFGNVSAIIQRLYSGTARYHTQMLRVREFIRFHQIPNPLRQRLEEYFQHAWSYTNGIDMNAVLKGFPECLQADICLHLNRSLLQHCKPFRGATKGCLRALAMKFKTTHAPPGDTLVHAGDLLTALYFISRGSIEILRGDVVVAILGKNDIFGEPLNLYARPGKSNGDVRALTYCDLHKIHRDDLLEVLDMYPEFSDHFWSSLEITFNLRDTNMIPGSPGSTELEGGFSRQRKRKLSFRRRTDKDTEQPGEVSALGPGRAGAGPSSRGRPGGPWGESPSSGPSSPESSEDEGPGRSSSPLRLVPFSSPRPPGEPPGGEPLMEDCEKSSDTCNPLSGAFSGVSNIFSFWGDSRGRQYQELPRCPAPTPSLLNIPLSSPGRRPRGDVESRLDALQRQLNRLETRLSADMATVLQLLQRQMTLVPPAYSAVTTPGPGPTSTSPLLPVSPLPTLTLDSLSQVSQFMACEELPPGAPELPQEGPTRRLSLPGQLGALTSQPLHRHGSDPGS
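U2OS cells were transduced with wild-type KCNH2 virus (2.03 x 10^8 / mL) for 4 h at room temperature, then cultured overnight at 37 C. Thallium flux was read with FluxOr dye. Rate constants were normalized to DMSO controls.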
Menin MLL FP TR – displaces Texas Red mutant MLL peptide from human menin | O00255 | Menin + Texas Red MLL mutant peptide, fluorescence polarization | Potency, µM (top dose mostly 61.6 µM), for the others: top-dose FP activity change, negative = inhibition, usual class: inhibitors | hit rate 0.23% among 270,000 | AID 1768; active = well fitted inhibition curve with a large enough effect in the polarisation, with a control signal flat, not every such curve was filed as active; inconclusive = small, poorly fitted or top-dose-only effect, or effect the other way, or a change in a side signal; inactive = no such curve, though single readings can be large or run the other way; the % refers to the polarisation; note: potency is the fitted concentration of half-maximal effect; % of control where 0% means no effect; many of its hits are not listed in these tables
TSHR antagonist – blocks TSH signaling through the human TSH receptor | TSHR-expressing cells, TSH-stimulated cAMP HTRF, 2 h; active compounds read low | AID 504810 | activity change, negative = inhibition, % at 11.5 µM | hit rate 0.2% among 330,000;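 active = activity change below a set negative limit, meaning inhibition stronger than a set level, cut at about -70% in these data; inconclusive = activity change between two set negative limits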; note: % is set by controls: 0 for no effect and ±100 for the full control effect
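Cell-based HTRF cAMP assay; TSHR cells + compound, TSH EC80 (4nM final), 2 h, 37 deg C. Lysis with anti-cAMP cryptate and cAMP-d2, 30 min RT, read 665/620 nm.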
Eya2 phos inh – Eya2 (human) phosphatase inhibition. recombinant Eya2, OMFP fluorescence dephosphorylation (OMFP is methylfluorescein phosphate). hit rate 0.006% among 330,000. Potency, µM (series often up to 76.9 µM), for inactives: at the top dose activity, negative = inhibition, hits mostly inhibitors. O00167; note: potency is the fitted concentration of half-maximal effect; % is set by controls: 0 for no effect and ±100 for the full control effect
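Eya2 (0.2 uM) preincubated 10 min at ambient with compound, then OMFP substrate added at 50 uM; 10 min reaction in 50 mM HEPES pH 7.5, 50 mM NaCl, 5 uM MgCl2, 0.05% BSA, 1 mM DTT. Fluorescence read at Ex 485/Em 525 nm.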
ASM inhibitor – human S-ASM enzyme inhibition; P17405; placental ASM, HMU-PC fluorogenic substrate, 60 min; Potency, µM (titrated, usually from 57.5 µM), without a hit: at the highest dose activity change, negative = inhibition, actives largely listed as inhibitors; hit rate 0.006% among 340,000; note: potency is the fitted concentration of half-maximal effect
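Human placenta-derived ASM enzyme was preincubated with compound for 10 minutes at room temperature, then given fluorogenic substrate HMU-PC0 (9 uM final) for 60 minutes at 37 °C; a pH 10 stop preceded fluorescence reading at Ex 386/Em 447 nm.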
Chronic BCR inh – blocks chronic active B-cell receptor signaling; ABC-DLBCL IkBa-CBG/CBR reporter, luminescence ratio, 4 h; Potency, µM (doses to about 46.1 µM), without a hit: top-dose ratio change, negative = lower green/red ratio, actives largely listed as inhibitors; hit rate 0.05% among 340,000; active = well fitted inhibition curve with a large enough effect in the signal ratio, with a control signal flat, not every such curve was filed as active; inconclusive = small, poorly fitted or top-dose-only effect, or effect the other way, or a change in a side signal; the % refers to the signal ratio;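 note: potency is the fitted concentration of half-maximal effect; plate controls were basal doxycycline-induced cells for no effect and cells given 10 µM MG132 for full effect; MG132 reads +100%, hits lower the ratio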
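Cell line TMD8 (human ABC DLBCL), stably expressing tet-inducible CBG68-IkBa fusion and CBR; IMDM/0.5% FBS; cpd up to 46 uM; dox induction, 4 h, 37C/5% CO2; dual luminescence; green/red ratio; MG132 control.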
PKM2 act – increases activity of human pyruvate kinase M2; AID 1631; P14618; purified PKM2, Kinase-Glo ATP luminescence, activation; response scale: 0% is enzyme alone, no compound; Potency, µM (series often up to 57.5 µM), for the others: at the highest dose activation, usual class: activators; hit rate 0.34% among 260,000; note: potency is the fitted concentration of half-maximal effect; % is set by controls: 0 for no effect and ±100 for the full control effect; nearly all actives have a fitted effect of over 55% in size
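Kinase-Glo luminescence reports ATP generated from ADP (0.1 mM) and PEP (0.5 mM) by purified hPK-M2 after 1 h at room temperature, pH 7.2 imidazole buffer; intermediate enzyme activity allows detecting inhibitors and activators.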
Mito fusion yeast – blocks mitochondrial division or promotes mitochondrial fusion; AID 485298; Potency, µM (series often up to 46.1 µM), without a hit: top-dose growth rescue (activation), actives largely listed as activators; hit rate 0.23% among 320,000; S. cerevisiae fusion-defective mutant growth rescue, CellTiterGlo 48 h;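 note: potency is the fitted concentration of half-maximal effect; % of control where 0% means no effect; nearly all actives have a fitted effect of over 45% in size; temperature-sensitive fusion mutants such as fzo1-1 at 37 °C on non-fermentable ethanol glycerol medium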
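Growth-rescue viability read-out: after 48 h at the non-permissive 37C in glycerol/ethanol YPEG, yeast mitochondrial fusion mutants are measured by CellTiterGlo luminescence; compounds (23 nl pinned per well) restoring growth score as division inhibitors or fusion activators.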
* marks the source's active call; other numbers are inactive results; ? = inconclusive; nt = not tested or not shown; [ ] = remark or other dose. Unless noted, calls come from the whole dose curve; as a rule, active = well fitted curve in the direction sought with a large enough effect; inconclusive = small, poorly fitted or top-dose-only effect, or another doubt; inactive = no such curve, though single readings can be large; an effect the other way counts as inactive or inconclusive. These rows are one share of the data; count on the stated rates, not on these rows.

SMILES	MBNL1 CUG block	GALK inhibitor	USP2a block	hERG WT inh	Menin MLL FP TR	TSHR antagonist	Eya2 phos inh	ASM inhibitor	Chronic BCR inh	PKM2 act	Mito fusion yeast
CCC(C)(C)NC(=O)C(c1ccc(OC)cc1)N(C(=O)CCC(=O)Nc1cc(C)on1)c1cc(OC)ccc1OC (stereo not drawn)	-5%	-2%	2%	-13	?	-1	-11%	0%	12%	-13%	1%
Cc1cccc(NC(=O)CN2C(=O)N/C(=C\c3ccc(N4CCOCC4)cc3)C2=O)c1	?	-1%	2%	5	?	-12	12%	84%[activator]	-15%	2%	-2%
CC(C)CNC1CCS(=O)(=O)C1 (stereo not drawn)	-20%	-1%	-8%	11	nt	-1	-6%	1%	-3%	-3%	1%
CCCN1C(=O)N(C)C(N(O)C(=O)NC)C1(C)C (stereo not drawn)	-14%	-3%	4%	-1	2%	13	-11%	1%	-3%	2%	-1%
Cc1ccc(-n2ncc3c2CCCC3NC(=O)CCc2c(C)noc2C)cc1C (stereo not drawn)	-5%	7%	-3%	-1	-2%	-20	4%	1%	0%	1%	0%
O=C(C1=C[C@H](c2ccc(Br)cc2)C[C@H](OCCCCO)O1)N1CCN(Cc2ccc3c(c2)OCO3)CC1	7%	0%	-7%	-23	?	-3	-17%	-8%	0%	3%	-1%
CCc1cccc(NC(=S)Nc2cccc3ccccc23)c1	17%	5%	0%	-28	16%	-9	-15%	-1%	4%	3%	-4%
OC(CN1CCCC1)Cn1ccc2ccccc21 (stereo not drawn)	-1%	1%	-8%	2	-7%	-5	2%	3%	7%	nt	-9%
O=C(CCN1C(=O)/C(=C/c2ccccc2)SC1=S)Nc1cccnc1	25%	0%	6%	8	1%	-16	0%	8%	-2%	nt	-1%
COc1ccc2nc(NC(=O)CSc3nnnn3C)sc2c1	29%	6%	0%	-5	1%	-17	7%	-9%	-11%	-12%	1%
CCOC(=O)c1nnn(-c2nonc2N)c1CS(=O)(=O)c1ccccc1	-2%	nt	2%	0	13%	-6	7%	-3%	9%	-1%	6%
Clc1ccc(-[n+]2c(-c3cccc(Br)c3)[nH]c3nc4ccccc4nc32)cc1	0%	6%	2%	1	nt	-5	5%	67%[activator]	16%	-1%	3%

Three of the entries above in order of their number in Eya2 phos inh, largest number first.
| molecule | GALK inhibitor | Menin MLL FP TR | TSHR antagonist | Eya2 phos inh | ASM inhibitor | Chronic BCR inh | PKM2 act |
| --- | --- | --- | --- | --- | --- | --- | --- |
| COc1ccc2nc(NC(=O)CSc3nnnn3C)sc2c1 | 6% | 1% | -17 | 7% | -9% | -11% | -12% |
| CCC(C)(C)NC(=O)C(c1ccc(OC)cc1)N(C(=O)CCC(=O)Nc1cc(C)on1)c1cc(OC)ccc1OC (stereo not drawn) | -2% | ? | -1 | -11% | 0% | 12% | -13% |
| CCc1cccc(NC(=S)Nc2cccc3ccccc23)c1 | 5% | 16% | -9 | -15% | -1% | 4% | 3% |

Going on with the list.
SMILES	MBNL1 CUG block	GALK inhibitor	USP2a block	hERG WT inh	Menin MLL FP TR	TSHR antagonist	Eya2 phos inh	ASM inhibitor	Chronic BCR inh	PKM2 act	Mito fusion yeast
COc1ccc(CS(=O)(=O)CC(C)(O)c2ccccc2Cl)cc1 (stereo not drawn)	-3%	-1%	2%	-8	-6%	3	-1%	0%	-1%	nt	7%
CN(CCOc1ccccc1)C(=O)C1CCC(=O)N(CCc2ccc(Cl)cc2)C1 (stereo not drawn)	-3%	-1%	-4%	47	nt	-5	-16%	2%	?	2%	2%
Cc1ccc(C2CC(=O)C=C(Nc3ccc(Cl)cc3)C2)cc1 (stereo not drawn)	6%	1%	6%	-6	-9%	-4	1%	nt	?	-17%	4%
Cc1ccnc(NS(=O)(=O)c2ccc(NC(=O)CCc3ccccc3)cc2)n1	-11%	-3%	5%	-3	26%	28	-10%	5%	-17%	-1%	3%
O=C(CSc1nc2ccccc2o1)c1ccccc1	5%	-1%	3%	-4	?	-2	2%	1%	-6%	-15%	-1%
O=C1c2ccccc2[C@@H]2C[C@@H](O)[C@H](Nc3ccccc3)CCN12	nt	nt	3%	-5	nt	3	1%	3%	-2%	nt	nt
Cc1nnc(-n2ncc(C#N)c2N)c2nn(-c3cccc(Cl)c3)c(C)c12	4%	-2%	0%	-2	9%	15	4%	1%	?	7%	-6%
COc1ccc(N(CC(=O)N2CCOCC2)S(C)(=O)=O)cc1Cl	3%	-10%	-1%	-2	1%	24	-1%	2%	5%	-3%[11.5 µM]	-2%
CN(C(=O)COC(=O)COc1ccc(Cl)cc1Cl)c1c(N)n(Cc2ccccc2)c(=O)[nH]c1=O	nt	nt	0%	-30	nt	-8	?	-1%	-10%	nt	3%
O=C(CSc1nc2ccc(Nc3nc(N4CCCC4)nc(N4CCCC4)n3)cc2s1)NCc1ccco1	-6%	-2%	2%	1	nt	1	4%	-6%	13%	-10%	-2%
O=C(NNC(=S)Nc1ccc(Br)cc1)c1ccccc1Br	-6%	-5%	0%	3	?	-2	6%	-3%	?	-1%	-4%
CCn1cc(Br)c(C(=O)Nc2ccc(F)cc2F)n1	-12%	-2%	1%	-1	nt	-7	1%	5%	-7%	-5%	0%
CCCNC(=O)c1ccc(N2CCC3(CC2)CC(c2ccc(Cl)cc2)=NO3)c([N+](=O)[O-])c1	-5%	nt	3%	-86*	0%	25	2%	-12%	-2%	-7%	-7%
COc1cc(CN(CCc2c(C)[nH]c3ccc(C)cc23)C(=S)NC(C)(C)C)cc(OC)c1OC	-6%	nt	0%	51	-6%	-8	-18%	-7%	?	0%	1%
O=C(O)c1ccc(S(=O)(=O)N2CCC3(CC2)CC(=O)c2ccccc2O3)cc1	nt	nt	4%	3	nt	4	10%	-2%	11%	nt	-7%
Cc1cc(/C=C(\C#N)C(=O)OCC(=O)Nc2ccc(OC(F)F)cc2)c(C)n1CC(C)C	21%	-2%	0%	4	13%	9	-5%	-5%	?	-3%	4%
c1ccc2c(c1)nnn2-c1ncnc2sccc12	nt	0%	-1%	-27	-13%	-32	-3%	0%	4%	-7%	-1%
C=CCNC(=S)N/N=C(\C)c1cccnc1	-2%	0%	12%	-11	-8%	-5	7%	2%	?	18%	-12%
CS(=O)(=O)N(CC(=O)N1CCCC1)Cc1ccccc1	-10%	1%	1%	3	?	16	-9%	3%	?	-1%	-5%
O=C(Nn1cnnc1)c1cc(Cl)cc(Cl)c1	1%	-1%	1%	-8	9%	9	?	-2%	-1%	nt	-8%
Cc1ccc(-c2nnc(-n3nc(C)cc3C)c3ccccc23)cc1	-6%	2%	0%	1	-22%	-1	-3%	2%	-2%	-10%	8%
Cc1noc(/C=C/N(C)C)c1S(=O)(=O)N1CCCC(C(=O)NC2CCCCC2)C1 (stereo not drawn)	-1%	-1%	-3%	-20	-6%	-4	-4%	1%	1%	3%	-6%
CCOC(=O)CCSc1nc(-c2ccc3c(c2)OCO3)cc(C(F)(F)F)c1C#N	0%	0%	3%	1	7%	6	1%	105%[activator]	0%	-11%	4%
CSc1ccc(CN2CCN(C3CCCC3)C(CCO)C2)cc1 (stereo not drawn)	1%	2%	-1%	12	-23%	-2	-3%	2%	?	0%	3%
COCCN(C(=S)Nc1c(C)cccc1C)C(C)c1ccco1 (stereo not drawn)	-12%	-3%	0%	-41	nt	-2	-4%	-1%	0%	2%	2%
COc1ccc(N=Cc2c(O)[nH]c3ccccc23)cc1OC	?	0%	-1%	4	?	-9	-7%	-4%	?	-9%	9%
